Compound activity (PubChem)
PLCb3 inh: PLC-beta3 (human) inhibition, primary screen; Q01970; Purified PLC-beta3, fluorogenic substrate, fluorescence; inhibition, % at 12.2 µM; actives 0.18% (n = 370,000); in the data active means inhibition above about 11%;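 further: 0% = median of compound wells on plate and 100% = full blocker control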
DAX1 inh-1: DAX1 (NR0B1) inhibition, primary screen | HEK293T StAR-luciferase reporter, SF-1/DAX-1 repression relief | AID 652010 | inhibition, % at 6.8 µM | actives 1.1% (n = 370,000);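 active means inhibition above the mean over all tested compounds plus 3 SD, cut at about 3.6% in these data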;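 further: 0% = DAX-1 cells with DMSO and 100% = cells lacking DAX-1 with DMSO; higher inhibition means more luminescence from relief of DAX-1 repression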
ssDAF12 agonist: activates DAF-12 receptor from parasite S. stercoralis | HEK293 ssDAF-12/GRIP1 lit1-tk-luc reporter, luminescence; % of 3 µM dafachronic acid response | activation, % at 6.8 µM | actives 1% (n = 370,000);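 active means activation above the mean over all tested compounds plus 3 SD, cut at about 0.9% in these data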;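 further: 0% = DMSO-only wells and 100% = 3 µM delta7-dafachronic acid wells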
HGIII-sPLA2 inh: Inhibits HGIII-sPLA2 liposome hydrolysis, primary screen; QFRET BODIPY PC-A2 liposome hydrolysis, fluorescence; inhibition, % at 12.2 µM; actives 0.56% (n = 370,000); AID 743126;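 active means inhibition above mean plus 3 SD of compounds lying within the high and low control bounds, cut at about 19% in these data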;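 further: 0% = median of test compound wells and 100% = no enzyme DMSO wells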
Target sequence (Q9NZ20 whole entry, looked up): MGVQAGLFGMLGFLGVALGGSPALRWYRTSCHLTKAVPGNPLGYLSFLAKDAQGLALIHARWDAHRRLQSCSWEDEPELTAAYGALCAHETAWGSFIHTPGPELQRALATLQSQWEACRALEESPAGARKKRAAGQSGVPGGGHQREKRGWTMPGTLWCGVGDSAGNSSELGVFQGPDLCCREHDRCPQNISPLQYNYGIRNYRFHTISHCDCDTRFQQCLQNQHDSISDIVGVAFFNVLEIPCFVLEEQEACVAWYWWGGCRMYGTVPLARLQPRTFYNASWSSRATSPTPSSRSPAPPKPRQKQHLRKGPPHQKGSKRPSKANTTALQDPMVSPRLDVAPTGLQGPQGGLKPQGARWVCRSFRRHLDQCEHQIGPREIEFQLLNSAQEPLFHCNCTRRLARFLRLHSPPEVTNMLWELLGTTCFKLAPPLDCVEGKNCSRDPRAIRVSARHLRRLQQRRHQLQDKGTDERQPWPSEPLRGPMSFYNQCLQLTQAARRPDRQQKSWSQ
ADAM17 inh: ADAM17 inhibition, QFRET primary screen; recombinant ADAM17, EDANS/DABCYL FRET peptide cleavage; inhibition, % at 6.95 µM; actives 0.83% (n = 370,000); AID 720648;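 active means inhibition above the mean of compounds lying between control limits plus 3 SD, set per campaign, cut at about 8.5% in these data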;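 further: 0% = DMSO-only wells as the low control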
DAX1 inh-2: inhibits human nuclear receptor DAX1. P51843. inhibition, % at 6.75 µM. AID 504766. HEK293 Gal4-DAX1 luciferase reporter, luminescence. actives 0.99% (n = 340,000);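 active means inhibition above the mean over all tested compounds plus 3 SD, cut at about 4.2% in these data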;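 further: 0% = DAX1-transfected cells with DMSO and 100% = empty-vector control cells with DMSO; inhibition shows as a rise in luminescence from relieved DAX1 repression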
GAA850 FXN act: activators of GAA850 frataxin (FXN) promoter; HEK293 lucGAA850 FXN promoter luciferase reporter, 24 h; percent of 10 µM SAHA response; activation, % at 6 µM; actives 0.56% (n = 360,000);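 active means activation above the average of all compounds screened plus 3 SD, cutoff fixed separately per campaign, cut at about 7.5% in these data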;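 further: 0% = DMSO wells and 100% = 10 µM SAHA wells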
hgDAF12 agonist: agonists of H. glycines DAF-12 nuclear receptor; activation, % at 6.8 µM; AID 687014; actives 1.8% (n = 370,000); HEK293 GAL4-hgDAF12 UAS-luciferase reporter, agonist luminescence; normalized to butyrate control;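 active means activation above a cutoff set at the mean of all screened compounds plus 3 SD, cut at about 10% in these data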;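 further: 0% = DMSO wells and 100% = sodium butyrate wells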
hcDAF-12 act: activates DAF-12 receptor from parasite H. contortus; actives 1.4% (n = 370,000); HEK293 hcDAF-12 lit1-tk-luc reporter, luminescence; 0% DMSO, 100% Δ7-dafachronic acid; activation, % at 6.8 µM;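 active means activation above the mean of all tested compounds plus 3 SD, cut at about 5.5% in these data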;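 further: 100% = response to 3 µM Δ7-dafachronic acid high control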
ADAM10 inh: ADAM10 inhibition, QFRET primary screen. inhibition, % at 7 µM. O14672. actives 0.62% (n = 370,000). recombinant ADAM10, EDANS/DABCYL FRET peptide cleavage, 3 h;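 active means inhibition above a per-campaign cutoff equal to the mean of compounds falling between control-based bounds plus 3 SD, cut at about 20% in these data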;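 further: 0% = DMSO wells while the 100% control is not disclosed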
Target sequence (O14672 214-748 limits assumed): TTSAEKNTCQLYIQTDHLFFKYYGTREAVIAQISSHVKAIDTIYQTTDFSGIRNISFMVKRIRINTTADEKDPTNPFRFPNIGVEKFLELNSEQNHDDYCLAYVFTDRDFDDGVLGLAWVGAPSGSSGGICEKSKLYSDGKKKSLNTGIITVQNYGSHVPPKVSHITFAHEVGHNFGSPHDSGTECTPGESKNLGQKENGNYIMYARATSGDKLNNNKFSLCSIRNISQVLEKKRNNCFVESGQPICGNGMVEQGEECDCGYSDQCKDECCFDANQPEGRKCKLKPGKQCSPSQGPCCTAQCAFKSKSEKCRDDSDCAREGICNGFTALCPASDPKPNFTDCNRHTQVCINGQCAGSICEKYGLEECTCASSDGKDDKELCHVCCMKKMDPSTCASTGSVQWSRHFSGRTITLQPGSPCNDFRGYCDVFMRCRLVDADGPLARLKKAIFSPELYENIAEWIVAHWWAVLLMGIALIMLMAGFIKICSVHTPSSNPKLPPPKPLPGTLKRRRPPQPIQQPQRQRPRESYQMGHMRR
PLCg1 inh: PLC-gamma1 (human) inhibition, primary screen; P19174; purified PLC-gamma1, fluorogenic substrate, fluorescence; inhibition, % at 12.2 µM; actives 0.84% (n = 370,000); AID 720700; in the data active means inhibition above about 9.5%
* = called active by the depositor; · = not tested or not shown.

no.	compound	PLCb3 inh	DAX1 inh-1	ssDAF12 agonist	HGIII-sPLA2 inh	ADAM17 inh	DAX1 inh-2
1	Cc1ccc(C2=NS(=O)(=O)N(C)C(C(=O)Nc3ccc4c(c3)OCO4)=C2)cc1	0	-0.6	-0.3	-24	13*	1.8
2	CC1CN(Cc2nc3c(c(=O)n(C)c(=O)n3C)n2CCCO)CC(C)O1 (centres undefined)	-4	0.4	-0.6	5	-2	0.1
3	Cc1ccc(SCC(=O)Nc2ncc(C)s2)cc1	0	-0.4	-1.4	-2	0	0.1
4	CCCn1c(SCC(=O)Nc2ccc(S(=O)(=O)N(C)C)cc2)n[nH]c1=O	-7	-0.7	-1.4	-4	1	-0.7
5	COc1cc(C)c(C(=O)Oc2cc(C)c(C(=O)O)c(O)c2C)c(O)c1C(=O)O	4	1.1	0.2	-24	-2	2.2
6	CCOC(=O)Cc1csc(N/N=C/c2cccc([N+](=O)[O-])c2)n1	-3	-0.6	-1.0	-1	2	-1.7
7	CC1=C(C(=O)OCc2ccccc2)C(c2cccc(F)c2)NC(=O)N1 (centres undefined)	0	-0.7	-1.6	0	2	-1.0
8	Cc1ccc(C)c(NS(=O)(=O)c2cc(C(=O)NCC3CCCO3)ccc2C)c1 (centres undefined)	-5	-1.8	-1.6	8	4	0.7
9	N#Cc1ccc(C23CC4(C2)[C@H](CN(Cc2ccc(C(F)(F)F)cc2)[C@@H]4c2ccccc2)C3c2ccc(C(F)(F)F)cc2)cc1 (some centres undefined)	1	0.2	-1.2	3	2	·
10	NS(=O)(=O)c1ccc(NC(=O)COC(=O)CCNC(=O)NC23CC4CC(CC(C4)C2)C3)cc1	-2	-0.2	-1.4	-7	-4	-0.2

no.	GAA850 FXN act	hgDAF12 agonist	hcDAF-12 act	ADAM10 inh	PLCg1 inh
1	0.3	9.8	2.2	11	4
2	-0.8	-0.8	-1.0	-1	8
3	0.6	1.5	-0.2	6	2
4	-0.8	0.8	0.9	2	3
5	-1.0	1.8	0.9	-12	4
6	1.5	-2.0	-2.5	3	3
7	2.2	-0.5	-3.2	4	-1
8	-2.2	-1.9	-1.4	-4	3
9	·	0.5	-1.6	7	1
10	0.2	1.2	-1.7	-3	-2

Following part.
no.	compound	PLCb3 inh	DAX1 inh-1	ssDAF12 agonist	HGIII-sPLA2 inh	ADAM17 inh	DAX1 inh-2
11	NC(=O)c1nsc(C(=O)N(c2ccccc2)C(C(=O)NC2CCCCC2)c2ccc(O)cc2)c1N (centres undefined)	-65	-0.7	-1.6	-16	-29	-2.2
12	O=C(c1cc(COc2ccc(F)cc2Cl)on1)N1CCc2ccccc2C1	-10	-0.6	-0.3	-5	-4	0.0
13	COc1cc(OC)cc(C(=O)N2CCN(C(=O)COc3ccc4ccccc4c3)CC2)c1	3	-0.4	-1.4	-18	-3	-1.2
14	O=C(NCc1ccc(Cl)cc1)C1CCCN(c2nc3ccccc3o2)C1 (centres undefined)	2	0.9	-1.0	1	4	·
15	Cc1cccc(C)c1NC(=O)C1(NC(=O)c2cnccn2)CCCCC1	0	0.6	-0.6	-3	-2	0.7
16	Cc1nc2ccccc2n1Cc1ccc(Cl)cc1	-5	-4.8	-2.4	6	-1	-3.3
17	C=C(C)CNC(=S)Nc1cccc(N)n1	-4	-0.8	-1.4	12	-5	-0.2
18	CCN(CC)C(=O)c1c(-c2ccccc2)oc2ccc(OC)cc12	-20	-0.8	-1.5	-5	-13	-2.1
19	C/C(=N\NC(=O)c1cc(C)[nH]n1)c1ccc(-c2ccccc2)cc1	-7	0.1	-0.4	1	-1	0.6
20	Cc1ccccc1-c1nc(CS(=O)(=O)CC(=O)NC2CCCCC2C)c(C)o1 (centres undefined)	-14	-0.7	-1.2	-11	-5	-0.9

no.	GAA850 FXN act	hgDAF12 agonist	hcDAF-12 act	ADAM10 inh	PLCg1 inh
11	2.1	-2.2	-2.8	-127	-43
12	-1.7	-0.8	-0.7	-2	-2
13	1.5	0.3	-0.6	2	8
14	·	-0.6	-2.7	-1	2
15	2.8	-0.3	-1.4	5	1
16	-3.1	-3.2	-3.8	-4	0
17	1.7	-2.4	-1.4	-9	-1
18	-1.6	-4.5	-1.8	-54	-21
19	3.1	1.9	1.7	-4	-3
20	0.9	-1.4	0.3	1	-3

Full records, looked up by structure. Order of values: PLCb3 inh | DAX1 inh-1 | ssDAF12 agonist | HGIII-sPLA2 inh | ADAM17 inh | DAX1 inh-2 | GAA850 FXN act | hgDAF12 agonist | hcDAF-12 act | ADAM10 inh | PLCg1 inh
`COc1cc(OC)cc(C(=O)N2CCN(C(=O)COc3ccc4ccccc4c3)CC2)c1` reads 3 | -0.4 | -1.4 | -18 | -3 | -1.2 | 1.5 | 0.3 | -0.6 | 2 | 8
`Cc1nc2ccccc2n1Cc1ccc(Cl)cc1` reads -5 | -4.8 | -2.4 | 6 | -1 | -3.3 | -3.1 | -3.2 | -3.8 | -4 | 0

Further structures
no.	compound	PLCb3 inh	DAX1 inh-1	ssDAF12 agonist	HGIII-sPLA2 inh	ADAM17 inh	DAX1 inh-2
21	CCOC(=O)c1[nH]c2cc3c(cc2c1NC(=O)CN1CCc2ccccc2C1)OCO3	-99	-0.8	-0.4	-5	-70	-1.5
22	O=C(O)Cn1nc(-c2ccccc2)ccc1=O	-6	0.3	-0.8	1	-5	0.2
23	O=S(=O)(c1ccc(SCCOc2cccc(Br)c2)nc1)N1CCCC1	-7	-2.4	-1.8	-8	1	-0.8
24	COCCCn1c(SCC(=O)Nc2oc(C)c3c(C)n[nH]c(=O)c23)nc2sc3c(c2c1=O)CCC3	-6	2.3	-0.9	-1	-2	-0.8
25	CC(C)(C)c1ccc(S(=O)(=O)N2CCC(C(=O)N3CCN(C4CCCCC4)CC3)CC2)cc1	4	-0.8	-1.0	-6	1	·
26	O=C(Nc1ccc(N2CCCCC2)c(Cl)c1)c1ncn[nH]1	0	1.0	-2.1	-23	-1	-1.2
27	CCN(c1ccccc1)S(=O)(=O)c1ccc(OC)c(NC(=O)C2CC2)c1	-3	-0.7	-1.6	7	-7	0.1
28	COc1cccc(SCC2(O)CCN(C(=O)c3ccc(Cl)cc3)CC2)c1	1	0.0	-0.8	-16	2	0.5
29	O=C(CSc1nnc(CNC(=O)c2cccc(C(F)(F)F)c2)o1)NCc1ccco1	-4	-0.7	-0.4	-6	-1	0.8
30	CS(=O)(=O)c1ccc(SCC(=O)NC2CCS(=O)(=O)C2)c([N+](=O)[O-])c1 (centres undefined)	7	0.7	-0.9	-4	1	0.6

no.	GAA850 FXN act	hgDAF12 agonist	hcDAF-12 act	ADAM10 inh	PLCg1 inh
21	0.7	-0.6	1.8	-210	-83
22	1.8	-1.5	1.7	-5	5
23	1.1	0.3	1.3	3	-4
24	1.8	0.8	-1.6	1	3
25	·	2.3	-1.2	-1	5
26	-5.1	-4.2	-3.2	6	1
27	1.2	-5.7	-1.6	0	5
28	-0.9	-2.7	-0.3	2	3
29	0.0	0.1	-0.1	-7	-3
30	1.8	1.7	-1.4	14	3

Next part:
no.	compound	PLCb3 inh	DAX1 inh-1	ssDAF12 agonist	HGIII-sPLA2 inh	ADAM17 inh	DAX1 inh-2
31	CCN(CC)CCNC(=O)c1ccc(NS(=O)(=O)c2ccc3c(c2)OCCO3)cc1	3	-0.6	-1.0	-1	0	-0.5
32	Nc1ccn([C@@H]2O[C@H](CNCc3ccc(N4CCNCC4)cc3)[C@@H](O)[C@H]2O)c(=O)n1	1	-0.9	-1.8	7	3	0.6
33	CC(C)N(Cc1nnc(-c2ccc(Cl)cc2)o1)C(=O)c1cc2ccccc2o1	-15	0.3	-0.9	-18	-3	0.5
34	COc1cc(OC)cc(C(=O)N2CCN(C(=O)c3cccc(F)c3)CC2)c1	-1	-0.6	-1.3	6	1	0.6
35	Cc1ccc(OCC(=O)N2CCN(S(=O)(=O)c3ccccc3)CC2)c([N+](=O)[O-])n1	3	-0.1	-0.9	-1	0	1.7
36	NC(=O)c1cccc(NC(=O)CCCCC(=O)Nc2cccc(C(N)=O)c2)c1	-3	-0.3	-0.3	-6	1	0.2
37	CCCCOC(=O)NCN1C(=O)C2C3C=CC(C3)C2C1=O (centres undefined)	1	1.0	-0.5	11	-5	-0.8
38	O=C(Nc1cc(Cl)cc(Cl)c1)N1CCCC1	-7	0.3	-1.6	12	-5	-1.2
39	Cc1cccc(C(=O)Oc2ccc(/C=N/NC(=O)c3ccncc3)cc2)c1	1	1.5	-1.3	1	-1	0.3
40	CCn1c(SCC(=O)Nc2ccc(N3CCOCC3)cc2)nnc1-c1ccco1	-2	-4.9	-1.2	1	-3	2.2

no.	GAA850 FXN act	hgDAF12 agonist	hcDAF-12 act	ADAM10 inh	PLCg1 inh
31	1.0	1.9	-1.2	6	0
32	0.2	7.7	-0.2	-11	2
33	0.9	1.9	0.8	-3	-3
34	-1.1	0.0	-2.2	-4	2
35	3.5	-1.9	-1.7	-1	1
36	1.4	1.1	1.6	4	-1
37	-2.7	-1.8	-0.9	-8	2
38	1.3	1.9	-1.8	0	1
39	-2.1	0.9	-1.9	7	0
40	0.1	1.7	0.1	2	2

The list goes on.
no.	compound	PLCb3 inh	DAX1 inh-1	ssDAF12 agonist	HGIII-sPLA2 inh	ADAM17 inh	DAX1 inh-2
41	CN=C1SC(CC(=O)Nc2cccc(Cl)c2Cl)C(=O)N1C (centres undefined)	0	-0.1	-0.5	-5	-2	-0.8
42	O=C(NCCN1CCN(C(=O)c2cccc(Br)c2)CC1)C(=O)Nc1ccc(Br)cc1	-5	-0.8	-1.7	-16	2	-1.5
43	O=C(CNC(=O)c1cccs1)Nc1cccc(S(=O)(=O)N2CCOCC2)c1	1	1.5	-0.7	-2	0	-0.2
44	O=C(C1CC1)N(Cc1ccco1)c1nc(-c2ccccc2)cs1	-3	-0.4	-1.6	-2	3	-1.0
45	CC(C)CSC1=NSC2=NC(=O)/C(=C\c3ccccc3)C(=N)N12	-52	3.5	-1.1	-19	-8	1.1
46	CS(=O)(=O)N(CC(=O)N1CCc2ccccc2C1)c1ccccc1F	-6	-0.1	-1.0	1	-4	·

no.	GAA850 FXN act	hgDAF12 agonist	hcDAF-12 act	ADAM10 inh	PLCg1 inh
41	-0.1	1.2	0.5	0	-2
42	-0.6	-2.2	-2.5	4	3
43	2.2	-0.4	3.6	-8	5
44	1.0	0.7	1.1	6	-2
45	3.7	3.6	2.2	-9	-31
46	0.6	3.5	0.3	-4	3

2 compounds picked at random from those above, as already listed:
no.	compound	PLCb3 inh	DAX1 inh-1	ssDAF12 agonist	HGIII-sPLA2 inh	ADAM17 inh	DAX1 inh-2
1	Cc1ccc(C2=NS(=O)(=O)N(C)C(C(=O)Nc3ccc4c(c3)OCO4)=C2)cc1	0	-0.6	-0.3	-24	13*	1.8
8	Cc1ccc(C)c(NS(=O)(=O)c2cc(C(=O)NCC3CCCO3)ccc2C)c1 (centres undefined)	-5	-1.8	-1.6	8	4	0.7

no.	GAA850 FXN act	hgDAF12 agonist	hcDAF-12 act	ADAM10 inh	PLCg1 inh
1	0.3	9.8	2.2	11	4
8	-2.2	-1.9	-1.4	-4	3
